# CHRM1 antagonist – blocks human M1 muscarinic receptor; P11229; CHO-K1 hM1, Fluo-8 calcium fluorescence, ACh EC80 antagonist; inhibition, % at 3 µM; hit rate 1.3% among 360,000; AID 588852;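 active means percent inhibition above its own plate's cutoff, namely the mean of that plate's compound wells plus 3 SD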;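 further: peak over basal fluorescence ratio during 140 s after agonist addition; 0% = ACh EC80 plus DMSO and 100% = DMSO alone without agonist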
# TAAR1 antagonist – human TAAR1 antagonism; inhibition, % at 3 µM; CHO RD-HGA16 TAAR1, Fluo-8 calcium fluorescence, antagonist; hit rate 1.5% among 360,000; Q96RJ0;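 active means inhibition above a per-plate cutoff, the mean inhibition of test compounds on that plate plus 3 SD, cut at about 49% in these data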;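 further: 0% = DMSO plus EC80 beta-PEA response and 100% = DMSO alone without agonist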
# Target sequence (Q96RJ0 whole entry, looked up): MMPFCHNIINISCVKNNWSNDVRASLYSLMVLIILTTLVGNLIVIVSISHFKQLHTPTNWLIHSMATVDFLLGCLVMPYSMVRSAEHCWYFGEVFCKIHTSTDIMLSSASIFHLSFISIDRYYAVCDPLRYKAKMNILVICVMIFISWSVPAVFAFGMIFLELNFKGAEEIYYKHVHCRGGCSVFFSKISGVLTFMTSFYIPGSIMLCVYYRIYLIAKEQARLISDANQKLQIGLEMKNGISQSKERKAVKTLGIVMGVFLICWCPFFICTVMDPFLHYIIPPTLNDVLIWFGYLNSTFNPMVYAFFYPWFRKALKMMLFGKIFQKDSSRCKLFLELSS
#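 Test system: hTAAR1-expressing CHO RD-HGA16 cells, Gα16-coupled; Probe or stimulus: EC80 β-phenethylamine stimulus; Compound dosing: single nominal final test compound concentration of 3 µM; Timing: 140 s kinetic read after compound, 140 s after agonist; Signal: Fluo-8 calcium-sensitive fluorescence; Measure: % inhibition of agonist calcium response; Controls: DMSO and EC80 PEA controls.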
# CHO parental Ca – signal in parental CHO cells, OX1R antagonist counter-screen; parental CHO-K1, ATP-induced calcium, Fluo-8 fluorescence; inhibition, % at 5.6 µM; hit rate 0.63% among 330,000;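 active means inhibition above that plate's mean sample inhibition plus 3 SD, cut at about 26% in these data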;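 further: 0% = ATP-challenged DMSO wells and 100% = DMSO wells without ATP; some compounds past the cut are filed as inactive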
#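 Assay system: parental CHO cells; Read-out basis: percent inhibition of ATP-evoked calcium rise, normalized to controls; Benchmarks: ATP and no-ATP DMSO wells; Compound dosing: single nominal dose of 5.6 µM per compound; Signal: Fluo-8 calcium dye fluorescence; Also added: ATP as calcium-mobilizing challenge; Repeats: singlicate.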
# OXTR potentiator – potentiates the human oxytocin receptor response; P30559; hit rate 0.061% among 320,000; activation, % at 3 µM; CHO-OTR cells, Fluo-8 calcium fluorescence, potentiator mode; 0% = oxytocin EC15, 100% = EC100; AID 2445;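 active means activation above that plate's cutoff, the mean activation of tested compounds plus 3 SD, cut at about 6.6% in these data, passing the limit was not always enough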;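 further: 100% uses oxytocin at 75 nM as the full agonist control; some results filed as inactive read as strong as hits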
# Target sequence (P30559 whole entry, looked up): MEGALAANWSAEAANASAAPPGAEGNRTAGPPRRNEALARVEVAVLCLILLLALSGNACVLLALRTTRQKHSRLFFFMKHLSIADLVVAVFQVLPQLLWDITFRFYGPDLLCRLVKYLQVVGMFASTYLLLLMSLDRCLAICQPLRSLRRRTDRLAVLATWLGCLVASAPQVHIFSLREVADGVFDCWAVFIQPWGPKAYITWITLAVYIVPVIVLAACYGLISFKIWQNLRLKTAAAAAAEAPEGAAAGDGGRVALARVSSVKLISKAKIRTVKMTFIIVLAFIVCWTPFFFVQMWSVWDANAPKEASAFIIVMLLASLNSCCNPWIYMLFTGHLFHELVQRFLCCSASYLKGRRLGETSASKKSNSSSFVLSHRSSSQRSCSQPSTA
#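 System: human OTR in CHO cells; Also added: sub-maximal oxytocin, roughly EC15; Timing: compound 6 min at room temperature before oxytocin, 100 s read; Technique: Fluo-8 intracellular calcium fluorescence, ex 470-495, em 515-575 nm; Controls: oxytocin EC15 low and EC100 high; Replication: singlicate.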
# TAAR1 ag – human TAAR1 agonism; hit rate 0.99% among 360,000; activation, % at 3 µM; CHO RD-HGA16 TAAR1, Fluo-8 calcium fluorescence; vehicle wells 0%, saturating PEA agonist 100%;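 active means activation above the mean activation of all test compounds in the run plus 3 SD, cut at about 38% in these data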
#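 Benchmarks: low control DMSO, high control PEA (EC100); System: CHO RD-HGA16 cells carrying human TAAR1 plus Gα16; Detection: Fluo-8 fluorescence, 5 s baseline then 140 s kinetic read; Schedule: 17-24 h plating, Fluo-8 75 min 37 °C, 30 min RT; Read-out basis: % activation from peak over basal fluorescence ratio, DMSO-to-PEA scaled.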
# CHO-K1 Ca ag – nonselective activator or artifact in parental CHO-K1 cells | AID 602248 | activation, % at 3 µM | hit rate 0.48% among 360,000 | Fluo-8 calcium fluorescence; scaled to maximal ATP response, vehicle zero; in the data active means activation above about 15%;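 further: untransfected CHO-K1 host cells lacking M1 receptor as counterscreen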
# CHO-K1 Ca antag – counter-screen for M1 antagonists: effect in parental CHO-K1 cells. ATP-induced calcium, Fluo-8 fluorescence. inhibition, % at 3 µM. hit rate 0.6% among 360,000;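 active means inhibition above a per-plate cutoff, the plate's mean sample inhibition plus 3 SD, cut at about 24% in these data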;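 further: 0% = DMSO plus EC80 ATP and 100% = DMSO alone without ATP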
# M1 ag – agonists of human M1 muscarinic receptor; CHO-K1 hM1, Fluo-8 calcium fluorescence, agonist mode; 0% DMSO, 100% acetylcholine EC100; hit rate 0.33% among 360,000; P11229; AID 588814; activation, % at 3 µM;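 active means activation above the run's mean compound activation plus 3 SD, cut at about 16% in these data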;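 further: peak over basal fluorescence ratio within a 140 s kinetic read after compound addition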
# CHO-K1 Ca PAM – nonselective activator or artifact in parental CHO-K1 calcium assay. ATP EC20, Fluo-8 calcium fluorescence; 0% at ATP EC20, 100% at ATP max. activation, % at 3 µM. hit rate 0.02% among 360,000;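 active means activation above the run cutoff, the mean activation of all test compounds plus 3 SD, cut at about 40% in these data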;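 further: peak over basal fluorescence ratio in a 140 s read after ATP addition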
# * = called active by the depositor; . = not tested or not shown.
SMILES,CHRM1 antagonist,TAAR1 antagonist,CHO parental Ca,OXTR potentiator,TAAR1 ag,CHO-K1 Ca ag,CHO-K1 Ca antag,M1 ag,CHO-K1 Ca PAM
COC(=O)C1=C(C)Nc2ncnn2C1c1cccnc1 (stereo not given),-8,-1,-3,-1,1,0.7,1,-6,14
CN(C1CCCCC1)S(=O)(=O)CCNC(=O)c1ccccc1,1,-2,-7,-1,1,0.2,3,2,-12
O=C(NCCc1ccccc1)C1CCCN(C(=O)NC2CCCCC2)C1 (stereo not given),-4,16,-7,5,9,0.3,-7,-5,7
NCCCC[C@H]1CNC(=S)N1CCCCC1CCCCC1,10,-11,1,-3,8,0.2,0,-9,-3
CN(C)S(=O)(=O)c1ccccc1N=C=S,-7,-6,.,.,-1,1.4,-9,-1,-6
O=[N+]([O-])c1cnccc1Nc1cccc(F)c1,-11,5,-6,-2,0,0.5,-15,-4,16
O=C(Nc1ccncc1)c1ccccc1Cl,-15,-1,-4,-13,1,-0.5,11,-1,14
Cc1ccccc1Cn1c(C)c(C(=O)NCCC#N)sc1=O,-9,2,.,.,3,0.1,1,-3,16
O=C(CN1C(=O)NC2(CCCCCCC2)C1=O)N1CCOCC1,3,.,0,-3,.,0.3,-8,-3,14
CCOC(=O)c1cccc(NC(=O)CCn2cccc2)c1,-20,-9,-13,-18,3,0.4,-10,-2,19
CCS(=O)(=O)c1nc(S(=O)(=O)c2ccc(C)cc2)c(N2CC(C)OC(C)C2)s1 (stereo not given),-1,-13,-13,-5,-1,1.1,-16,-3,0
O=C(NCc1ccccn1)c1ccc(Cn2cc(Br)cn2)o1,-6,5,-6,4,-1,0.5,-31,-9,17
Cc1nn(Cc2ccc(Cl)cc2)c(C)c1NC(=O)c1noc2c1CCCCC2,10,.,-24,-11,.,5.0,-9,-5,12
COc1ccc(N(CN2C(=O)C3CCCCC3C2=O)C(=O)c2ccco2)cc1 (stereo not given),-8,22,4,-5,0,0.7,-4,-4,10
CC1(C(=O)NS(=O)(=O)c2ccc(Cl)cc2)CCN1C(=O)CC1CC1 (stereo not given),-12,-15,.,.,2,0.5,-10,-2,9
C=CCNC(=O)COC(=O)c1ccccc1C(=O)N(C)C1CCCCC1,-6,2,-15,-3,5,0.2,-7,-5,10
CCC(CC)C(=O)Nc1cccc(C(=O)NC(C)(C)C)c1,5,11,-2,-1,4,-0.6,-10,-1,6
O=C1CC(c2cccc(Cl)c2)CC(O)=C1C=Nc1cccc(Cl)c1 (stereo not given),-2,5,-11,-4,0,-0.2,-2,2,-9
CCCc1ccc2oc(C(=O)NCCc3cnn(C)c3)c(C)c2c1,-19,-9,-7,-2,1,1.8,-13,-3,15
COc1cc2c(cc1OC)CN(C(=O)c1cc(=O)c3ccccc3o1)CC2,0,-6,-17,-2,-3,0.3,1,-2,3
CCC1CCCCN1C(=S)NC(=O)c1cc(S(=O)(=O)N2CCOCC2)ccc1C (stereo not given),-8,-23,-14,-9,2,1.0,-12,-4,13
COc1ccccc1N(CC(=O)Nc1ccccc1C(=O)N1CCCC1)S(C)(=O)=O,-3,-13,.,.,-1,1.0,-10,-2,17
O=C(c1cccc(Cl)c1Cl)N1CCN(c2ccccn2)CC1,-11,-1,-11,-2,13,1.1,2,-4,1
CN(Cc1ccccc1)C(=O)c1[nH]cnc1C(=O)N[C@@H](Cc1ccccc1)C(=O)OCc1ccccc1,23,.,-2,-12,.,-0.4,9,-3,-14
COc1ccc(C(=O)NCCCN=C2NS(=O)(=O)c3ccccc32)cc1,1,-9,-13,-3,1,0.2,-16,-2,-3
COC(=O)c1nn(-c2ccc(OC)cc2)c(=O)cc1Sc1ccc(C)cc1,-3,-3,-8,-2,1,2.4,-8,-4,14
O=C1OC(c2ccccc2)Sc2ccccc21 (stereo not given),-16,14,.,.,1,-0.3,-32,-8,15
CCOc1ccc(NCc2nnc(SCc3ccccc3Cl)n2-c2ccccc2)cc1,-6,-10,-18,-6,17,0.3,4,4,5
CCOC(=O)C1CCN(C(=O)COC(=O)c2ccc3c(c2)C(=O)N(c2ccc(OCC)cc2)C3=O)CC1,22,32,13,-15,15,12,9,0,-3
CCC(NC(=O)CN1CCN(C(=O)c2cccs2)CC1)c1ccc(C)cc1 (stereo not given),-7,-6,-8,1,2,0.3,-9,-5,1
COc1ccc(/C=N/NC(=O)c2ccc3nc[nH]c3c2)c(OC)c1OC,-5,-10,9,-6,2,3.2,-9,3,6
CCC(=O)N1CCN(c2nc(-c3ccc(Cl)cc3)cs2)CC1,-4,12,-22,-16,1,3.9,-4,-1,15
CCCCCN(C(=O)CCC(=O)OCC(=O)Nc1cccc(SC)c1)c1c(N)n(CCCC)c(=O)[nH]c1=O,-6,-2,-11,-6,-1,-0.1,-2,-3,10
COc1ccccc1CNCC(c1ccccc1)c1ccccc1,-7,-7,-11,-5,0,5.6,-15,-10,26
CCOC(=O)C1=C(C)NC(=O)C(C(N)=O)C12CCCCC2 (stereo not given),-19,-1,14,-11,17,-0.1,-6,-2,12
O=C1c2ccccc2NC(c2ccc(O)cc2)N1/N=C/c1ccc(O)cc1 (stereo not given),2,2,4,-13,3,0.5,-5,-6,4
C[N+]1=C(/C=C/Nc2ccccc2Cl)C(C)(C)c2ccccc21,13,6,14,-2,-2,-0.5,16,-5,-3
O=C(Nn1cnnc1)c1ccc([N+](=O)[O-])cc1Cl,7,-27,-9,1,2,0.5,-10,-3,3
Cc1ccc(S(=O)(=O)NC2(C(=O)O)CCCCC2)cc1,3,26,-4,-6,7,1.2,-9,-4,10
CCN(CC)C(=O)c1cn(C)c(=O)c2cc(OC)c(OC)cc12,-17,0,-9,-7,4,-0.3,-7,-2,3
Cc1c(Cl)cccc1NC(=O)c1ccco1,6,-13,-8,2,4,0.4,-1,-4,-2
O=C(Oc1cc(=O)oc2c1c(=O)n1c3c(cccc23)CC1)c1ccc(F)cc1,-8,3,-5,-11,13,3.2,4,-5,-4
CCc1ccc(C(C(=O)NC2CCCC2)N(C(=O)/C=C/C(=O)Nc2cc(C)on2)c2ccccc2C)cc1 (stereo not given),0,12,-12,-15,0,-0.2,15,-4,-4
Cc1ccc(C(=O)NNC(=O)Cc2csc(-c3csc(C)n3)n2)cc1,-3,-18,-11,2,1,-0.1,-14,-4,17
O=C(c1ccco1)N1CCN(c2c([N+](=O)[O-])nn(-c3cccc(Cl)c3)[n+]2[O-])CC1,-12,9,-13,-21,5,3.4,-7,-1,9
Cc1ccc(/C=C/c2ccc(=O)n(Cc3ccccc3Cl)n2)cc1,2,-6,-32,-13,2,0.5,-25,-4,24
COc1cccc(NC(=O)c2ccc3snnc3c2)c1,-17,4,-14,-4,5,1.0,-15,-3,16
C=CCn1c(CSCc2ccc(C)cc2)nnc1SCC(=O)NCc1ccccc1,5,50*,-8,-24,18,5.2,-7,-1,21
CC12CC(c3ccccc3O1)C(C(=O)NCc1ccccc1)C(=O)N2 (stereo not given),0,13,-16,-7,5,1.4,-3,-1,8
O=C(Nc1ccccc1C(=O)O)c1ncn[nH]1,-12,-7,.,.,2,0.0,-4,1,4
CCc1nnc(NC(=O)C2CCN(c3ncnc4sc(C)c(C)c34)CC2)s1,-8,-11,-15,-1,1,-0.1,-27,-3,22
Nc1ccc2nc(-c3ccccc3)cnc2c1,8,17,-6,-4,9,12,0,8,5
CCOc1ccc(NC(=O)CN(C)C(=O)/C=C/c2ccc(S(=O)(=O)N3CCCCCC3)cc2)cc1OCC,-14,5,-3,5,2,-0.2,-10,2,-4
O=c1[nH]cc(S(=O)(=O)N2CCN(c3ccccc3F)CC2)c(=O)[nH]1,-20,14,.,.,-1,-0.1,14,0,-5
Cc1cc2oc3c(c(=O)c2cc1C)C(c1ccc(C(C)C)cc1)N(CCCN1CCOCC1)C3=O (stereo not given),-11,-2,-20,1,5,0.7,0,-2,5
Cc1nnc(SCCCCSc2nnc(C)c(=O)[nH]2)[nH]c1=O,-1,13,3,-8,-2,-0.4,-4,-5,-9
COc1ccc(N2CCN(/C(=N\S(=O)(=O)c3ccccc3)Nc3nc(C)cc(C)n3)CC2)cc1,-6,2,-8,10,13,-0.1,13,-2,-5
CC(=O)c1ccc(N2CCN(C(=O)C3CCN(C(=O)Nc4ccccc4)CC3)CC2)cc1,2,-46,-16,-3,10,-0.3,-16,-4,9
CN1C(=O)C(C)(C)c2cc(S(=O)(=O)NCC3CCC(C(=O)NC4CCCCC4)CC3)ccc21 (stereo not given),-3,4,-19,1,2,0.9,-12,-5,-3
CCOc1ccc(CC(=O)Nc2sc(Cc3ccccc3)c(C)c2C(N)=O)cc1OCC,4,-10,-5,7,0,1.0,2,-3,-8
CN1CC2=Cc3ccccc3OC23Oc2ccccc2C=C3C1,-28,-3,-18,0,16,1.0,-7,0,19
CS(=O)(=O)N(CC(=O)NCc1ccccc1)C1CCCCC1,-25,-9,-10,-6,6,0.4,-4,-4,15
O=C(CN1C(=O)NC2(CCc3ccccc3C2)C1=O)Nc1ccc(Cl)cc1F (stereo not given),0,-3,-15,2,-1,0.0,13,-1,-9

# Six entries from above, tab-delimited:
Structure	CHRM1 antagonist	TAAR1 antagonist	CHO parental Ca	OXTR potentiator	TAAR1 ag	CHO-K1 Ca ag	CHO-K1 Ca antag	M1 ag	CHO-K1 Ca PAM
Cc1c(Cl)cccc1NC(=O)c1ccco1	6	-13	-8	2	4	0.4	-1	-4	-2
COc1ccc(N2CCN(/C(=N\S(=O)(=O)c3ccccc3)Nc3nc(C)cc(C)n3)CC2)cc1	-6	2	-8	10	13	-0.1	13	-2	-5
O=c1[nH]cc(S(=O)(=O)N2CCN(c3ccccc3F)CC2)c(=O)[nH]1	-20	14	.	.	-1	-0.1	14	0	-5
COc1cccc(NC(=O)c2ccc3snnc3c2)c1	-17	4	-14	-4	5	1.0	-15	-3	16
O=C(Oc1cc(=O)oc2c1c(=O)n1c3c(cccc23)CC1)c1ccc(F)cc1	-8	3	-5	-11	13	3.2	4	-5	-4
CN1CC2=Cc3ccccc3OC23Oc2ccccc2C=C3C1	-28	-3	-18	0	16	1.0	-7	0	19

# From PubChem
